Screening data: PubChem, several laboratories
DSG3 Ab inh = human desmoglein-3 autoantibody binding inhibition; P32926; DSG3-coupled beads, scFv-anti-DSG3-GFP binding, flow cytometry; hits give low values; binding (percent of control), % at 10 µM; actives 0.48% (n = 310,000);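 active means binding more than 3 SD below its plate's average and above zero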;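 further: hits lower antibody fragment binding to DSG3; some compounds called inactive have numbers as strong as hits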
NSD2 inh = inhibitors of human histone methyltransferase NSD2; O96028; actives 0.54% (n = 310,000); NSD2 peptide methylation, AlphaScreen, 120 min; AID 743445; inhibition, % at 12.5 µM; in the data active means inhibition above about 50%
Target sequence (O96028 whole entry, looked up): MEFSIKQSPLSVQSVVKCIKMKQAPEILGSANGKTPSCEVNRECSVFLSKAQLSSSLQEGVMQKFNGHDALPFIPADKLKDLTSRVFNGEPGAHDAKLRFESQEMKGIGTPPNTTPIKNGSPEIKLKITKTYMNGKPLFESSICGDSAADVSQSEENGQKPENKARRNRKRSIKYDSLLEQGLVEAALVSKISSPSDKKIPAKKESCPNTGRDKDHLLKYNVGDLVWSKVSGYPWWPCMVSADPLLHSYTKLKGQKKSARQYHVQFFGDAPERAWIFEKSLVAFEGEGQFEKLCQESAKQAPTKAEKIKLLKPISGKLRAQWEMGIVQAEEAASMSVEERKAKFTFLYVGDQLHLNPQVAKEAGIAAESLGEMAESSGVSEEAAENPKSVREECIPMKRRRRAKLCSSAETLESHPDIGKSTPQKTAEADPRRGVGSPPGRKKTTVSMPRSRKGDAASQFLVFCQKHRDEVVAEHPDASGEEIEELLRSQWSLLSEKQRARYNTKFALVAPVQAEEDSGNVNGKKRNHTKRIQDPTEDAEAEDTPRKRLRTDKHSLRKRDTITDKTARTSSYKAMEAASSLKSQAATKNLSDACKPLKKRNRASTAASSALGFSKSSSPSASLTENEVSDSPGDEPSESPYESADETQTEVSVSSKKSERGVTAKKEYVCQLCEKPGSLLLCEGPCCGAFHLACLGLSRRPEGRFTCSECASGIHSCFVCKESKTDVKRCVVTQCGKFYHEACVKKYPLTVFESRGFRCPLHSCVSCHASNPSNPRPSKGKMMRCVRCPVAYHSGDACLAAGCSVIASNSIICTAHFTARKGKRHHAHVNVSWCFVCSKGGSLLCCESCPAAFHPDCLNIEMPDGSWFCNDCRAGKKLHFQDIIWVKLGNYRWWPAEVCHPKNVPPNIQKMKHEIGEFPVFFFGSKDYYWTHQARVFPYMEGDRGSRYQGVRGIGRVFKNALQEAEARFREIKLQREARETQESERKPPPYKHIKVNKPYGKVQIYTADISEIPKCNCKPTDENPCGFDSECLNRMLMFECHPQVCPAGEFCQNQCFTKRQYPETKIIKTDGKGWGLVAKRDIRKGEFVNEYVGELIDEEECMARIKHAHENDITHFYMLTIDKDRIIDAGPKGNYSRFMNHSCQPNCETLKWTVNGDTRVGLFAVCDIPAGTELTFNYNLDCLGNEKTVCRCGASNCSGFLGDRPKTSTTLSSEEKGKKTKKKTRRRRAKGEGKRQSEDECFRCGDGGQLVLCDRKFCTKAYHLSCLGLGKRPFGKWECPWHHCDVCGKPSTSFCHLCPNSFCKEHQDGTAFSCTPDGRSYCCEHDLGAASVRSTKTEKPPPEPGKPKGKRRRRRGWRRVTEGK
Mot1-301 SUMO = SUMOylation pathway inhibition by Mot1-301 growth rescue | S. cerevisiae Mot1-301 growth rescue, ATP luminescence, 38.5C; percent above DMSO median, 100 means doubled | growth rescue, % at 18.8 µM | actives 1% (n = 320,000);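 active means every valid replicate shows activation above 250% relative to neutral control wells; inactive means the rest, any valid replicate at or below 250%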;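 further: OY570 slx delta 5 strain wells were the positive control but not used for scaling; some compounds called inactive have numbers as strong as hits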
SR-BI DiI inh = blocks mouse SR-BI lipid uptake from DiI-HDL; Q61009; ldlA[mSR-BI] CHO cells, DiI-HDL uptake fluorescence, 3 h; inhibition, % at 12.5 µM; actives 0.96% (n = 320,000); AID 488896;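 active means mean replicate inhibition of at least 70% and a set share of replicates each scoring 70 or more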;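 further: 0% = median of neutral control wells and 100% = median of positive control wells; values of inactives mirror those of a sister screen read the other way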
PKA-R2B act = activators of human PKA-R2B complex | P22694+P31323 | PKA-R2B holoenzyme dissociation, Cy5-IP20 fluorescence polarization; R2B truncated from residue 108, S112A mutant; 0% DMSO only, 100% 113 µM cGMP | activation, % at 11.4 µM | actives 0.079% (n = 340,000) | AID 504700;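 active means activation above a cutoff set at the mean over all compounds plus 3 SD, cut at about 18% in these data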;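 further: higher means more holoenzyme dissociation and a rise in polarization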
dFosB act = activators of mouse delta FosB homodimer; AID 493131; purified delta FosB, TAMRA-CDK5 oligo fluorescence polarization; percent of positive-control signal above neutral wells; P13346; activation, % at 25 µM; actives 0.99% (n = 340,000);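 active means mean activation above about 17%, with every replicate also reaching it, limit read from the data, passing the limit was not always enough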;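 further: fluorescence polarization rise as delta FosB binds a TAMRA Cdk5 AP-1 oligo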
PKA-R1A activ = PKA-R1A complex activation; AID 504707; PKA-R1A dissociation, Cy5-IP20 fluorescence polarization; scaled: DMSO 0%, 113 µM cGMP 100%; P00514+P68181; actives 0.083% (n = 340,000); activation, % at 11.4 µM;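 active means percent activation above the mean of all tested compounds plus 3 SD, cut at about 19% in these data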;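 further: higher means more PKAc released from R1A so a rise in polarization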
Arr AP2 block = human beta-arrestin and AP2 interaction inhibition | actives 0.31% (n = 340,000) | inhibition, % at 10 µM | FITC-arrestin peptide / GST-AP2 beads, flow cytometry; AP2 beta2 appendage carries R879A mutation | AID 504490;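 active means inhibition above a set limit, near 3 SD of compounds lacking own fluorescence, cut at about 54% in these data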;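 further: plate controls were DMSO wells for no effect and 5 µM unlabelled arrestin peptide for full effect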
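System: GST-AP2 R879A glutathione beads; medium: PBS, Tween 20 0.05%, BSA 0.1%; reagent: fluorescein-tagged arrestin peptide at 50 nM final; schedule: pre-incubation 12 min, peptide binding 1 h, room temperature; detection: flow cytometry, FL1 (488/535 nm); read-out: inhibition as reduced fluorescein signal on beads, percent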
MITF act = MITF TRPM1 promoter activation in melanoma cells. actives 0.75% (n = 300,000). SK-MEL-5 TRPM1-promoter luciferase, 24 h; % of positive control, neutral wells = 0. AID 588334. activation, % at 12.5 µM;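 active means mean activation of at least 80% with every replicate also reaching 80%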;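 further: 0% = neutral control wells and 100% = parthenolide positive control wells; values of inactives mirror those of a sister screen read the other way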
SR-BI DiI-HDL act = enhances SR-BI lipid uptake from DiI-HDL. CHO ldlA[mSR-BI] cells, DiI-HDL uptake fluorescence, 3 h; 100 = double the neutral-control signal. activation, % at 12.5 µM. actives 0.096% (n = 320,000). AID 504775;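 active means mean replicate activation of at least 60% and every replicate at or above 60%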;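 further: 0% = median plate neutral-control signal and 100% = twice that signal; values of inactives mirror those of a sister screen read the other way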
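Material: SR-BI-overexpressing, LDLR-lacking CHO cells; schedule: compound exposure 3 h, 37 °C; reagent: DiI-labelled HDL at 10 µg/mL final; technique: bottom-read fluorescence, 550/595 nm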
CDK5 inh = blocks human CDK5/p35 kinase activity; actives 0.01% (n = 330,000); AID 488839; Q00535+Q15078; Recombinant CDK5/p35, ADP-Glo luminescence, 60 min; inhibition, % at 10 µM;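 active means highest replicate inhibition of at least 50% and at least 75% of replicates reaching 50%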;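 further: plate controls were DMSO neutral control for no effect and GW8510 at 10 µM for full effect; many of its hits are not listed in these tables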
* marks the source's active call; other numbers are inactive results; nt = no result given.

SMILES	DSG3 Ab inh	NSD2 inh	Mot1-301 SUMO	SR-BI DiI inh	PKA-R2B act	dFosB act	PKA-R1A activ	Arr AP2 block	MITF act	SR-BI DiI-HDL act	CDK5 inh
O=C(O)CCC(=O)NNC(=O)COc1ccc(Cl)cc1Cl	106	-1	25	-18	nt	2	nt	0	-2	18	-3.1
CC(OC(=O)C1CSC2(C)CCC(=O)N12)C(=O)Nc1ccc(F)cc1 (configuration not stated)	108	-1	3	-12	11	-4	-6	-3	0	12	-3.2
N#Cc1ccc(C(=O)Nn2cnnc2)cc1	84	-1	-2	-11	-1	2	7	-11	-1	11	1.0
O=C(CNC(=O)c1ccc(-c2ccccc2)cc1)OCc1c(Cl)cccc1Cl	106	-2	4	65	-6	-2	4	4	6	-65	0.1
O=C(C1CCN(S(=O)(=O)c2ccc(F)cc2)CC1)N1CCOCC1	101	-2	-1	-9	-3	-2	-7	26	13	9	1.1
OCC1(CCOc2ccccc2)CCN(Cc2cccn2-c2ncccn2)CC1	103	1	41	-5	5	-5	-8	-7	4	5	-4.8
CC(=O)c1c(C)[nH]c(C(=O)NC2=NCCS2)c1C	99	-5	3	34	2	0	-6	30	34	-34	-1.2
CC(NC(=O)c1c(F)cccc1Cl)c1ccc(-n2ccnc2)cc1 (configuration not stated)	103	-3	9	-10	4	7	-7	-7	-12	10	-0.3
C/C(=N\NC(=O)c1ccc(NS(=O)(=O)c2cccs2)cc1)c1ccc(O)cc1O	107	0	-5	nt	-4	-13	0	17	-5	nt	0.9
COc1ccc(-c2c(C(F)(F)F)oc3c(CN4CCN(C)CC4)c(O)ccc3c2=O)cc1	109	3	-15	8	-1	-4	-16	-33	-2	-8	-0.3
CCOc1ccc(N(C(C)C(=O)NCc2ccco2)S(C)(=O)=O)cc1 (configuration not stated)	99	nt	375	-5	-9	-9	3	1	-16	5	1.4
Cc1ccc(/C=C(\C#N)C(=O)Nc2ccccn2)o1	101	14	-11	-7	-6	-11	-8	9	103*	7	-0.7
CC(C)Cc1nc2n[nH]c(N)c2c2c1CCC2	114	nt	2	-6	0	-9	6	-5	2	6	-1.7
COc1cccc(/C=C/C(=O)Nc2ccc3[nH]c(=O)[nH]c3c2)c1	102	1	-17	nt	8	-8	4	11	-2	nt	0.0
O=C(NCCN1CCOCC1)c1cc(Sc2ccc(F)cc2F)nc2ccccc12	103	0	2	-3	-11	-7	-6	-9	-1	3	2.1
O=C(O)CN(c1ccc2c(c1)OCCO2)S(=O)(=O)c1ccccc1	107	0	28	-15	-2	8	-5	9	nt	15	0.7
COc1ccc(/C=C/CN2CCC(n3nccc3NC(=O)C3CC3)CC2)cc1	nt	-2	-7	-2	0	-4	-5	-7	2	2	-0.5
Cn1c(SCC(=O)N2CCN(c3ccccc3)CC2)nnc1-c1ccco1	102	0	4	-5	3	-1	-10	-3	-12	5	0.3
CN(CCCNS(=O)(=O)c1cccc2cccnc12)Cc1ccccc1	111	nt	7	-3	2	-1	-1	-2	-7	3	-2.7
C[C@H](O)[C@@H]1C(=O)N2CCc3ccc(-c4ccccc4)cc3[C@@H]2C[C@@H]1N(C)C(=O)c1ccc(C#N)cc1	98	nt	nt	-20	7	-6	5	0	-6	20	0.6

A portion taken from the entries so far:
SMILES	DSG3 Ab inh	NSD2 inh	Mot1-301 SUMO	SR-BI DiI inh	PKA-R2B act	dFosB act	PKA-R1A activ	Arr AP2 block	MITF act	SR-BI DiI-HDL act	CDK5 inh
CN(CCCNS(=O)(=O)c1cccc2cccnc12)Cc1ccccc1	111	nt	7	-3	2	-1	-1	-2	-7	3	-2.7
C[C@H](O)[C@@H]1C(=O)N2CCc3ccc(-c4ccccc4)cc3[C@@H]2C[C@@H]1N(C)C(=O)c1ccc(C#N)cc1	98	nt	nt	-20	7	-6	5	0	-6	20	0.6

Continuation:
SMILES	DSG3 Ab inh	NSD2 inh	Mot1-301 SUMO	SR-BI DiI inh	PKA-R2B act	dFosB act	PKA-R1A activ	Arr AP2 block	MITF act	SR-BI DiI-HDL act	CDK5 inh
COc1ccc(-n2c(COc3cccc(C)c3)nnc2SCC(=O)O)cc1	103	8	2	-10	-1	-4	3	6	9	10	-0.2
Cc1[nH]c(=O)[nH]c(=O)c1S(=O)(=O)N1CCCC(C(=O)N2CCN(c3ccccc3Cl)CC2)C1 (configuration not stated)	94	nt	-25	11	-12	0	-10	31	4	-11	-0.9
Cc1ccc(C(=O)NCCS(=O)(=O)N2CCN(c3ccccc3F)CC2)cc1[N+](=O)[O-]	nt	5	662	1	11	-11	8	31	1	-1	1.9
O=C(NC1CCCCC1)C1CCCN1S(=O)(=O)c1ccc(Cl)cc1 (configuration not stated)	112	-3	-6	nt	11	0	-7	-14	nt	nt	-0.4
CC(NC(=O)CN(C)Cc1cccs1)c1ccccc1 (configuration not stated)	129	2	-18	-10	7	1	4	4	-12	10	-1.3
C[C@H](CO)N1C[C@H](C)[C@@H](CN(C)Cc2ccc(C(=O)O)cc2)Oc2c(NS(=O)(=O)c3ccc(F)cc3)cccc2C1=O	107	nt	2	0	-7	-3	2	3	-2	0	-0.1
CN(Cc1ccccc1)c1nc2c(c(=O)n(C)c(=O)n2C)n1CCCc1ccccc1	104	1	160	-19	0	-4	-6	1	13	19	-0.8
COCC(=O)Nc1nnc(CCc2ccccc2)s1	100	-3	-9	-25	-2	0	-6	4	nt	25	-1.2
Cc1cc(Cl)ccc1OC(C)C(=O)Nc1ccc(S(=O)(=O)Nc2cnc3ccccc3n2)cc1 (configuration not stated)	99	8	1	-28	-1	-8	-5	18	-9	28	-1.4
COc1ccc(S(=O)(=O)NCC(=O)N(CC(=O)NCC2CCCO2)Cc2ccc(F)cc2)cc1 (configuration not stated)	101	-4	545	nt	-5	-6	4	4	4	nt	1.0
O=C(COC(=O)c1cccs1)Nc1cccc(S(=O)(=O)N2CCOCC2)c1	105	-1	-17	-13	10	-11	-12	15	-3	13	2.6
COc1cccc(-c2c(C(=O)N/N=C(\C)COc3ccccc3)nnn2-c2nonc2N)c1	nt	-6	241	29	3	-3	-9	28	7	-29	0.7
CC1CCN(C(=O)C(Cc2ccccc2)n2cccc2)CC1 (configuration not stated)	102	nt	43	29	5	8	1	2	-10	-29	-3.5
CN1CCN(C(=S)Nc2cccc(C(F)(F)F)c2)CC1	103	nt	-4	-20	-14	-5	0	1	-4	20	0.6
Cc1cc(C)c(C#N)c(OCc2ccc(Cl)nc2)n1	106	-3	23	-34	3	-7	-8	11	0	34	-1.3
CCOc1ccc(S(=O)(=O)N(CC(N)=O)c2ccc(C)cc2)cc1	88	-4	nt	-13	-8	-5	1	4	1	13	1.4
CCOC(=O)CNC(=O)Cn1cnc2c(nnn2-c2cccc(Cl)c2)c1=O	99	3	-22	-34	-2	4	-13	3	-2	34	-0.3
O=C(NCCCc1ccccc1)C1CCC(=O)N(CCc2ccc(Cl)cc2)C1 (configuration not stated)	107	-2	113	-11	7	-9	18	20	14	11	0.4
COc1cccc(/C=C2\SC(=O)N(CCC(=O)NCCCn3ccnc3)C2=O)c1	nt	18	3	2	1	-5	-10	0	29	-2	-0.1
O=C(O)c1cc2n(n1)C(C(F)(F)F)CC(C1CC1)N2 (configuration not stated)	98	-2	-10	-8	-3	-3	-9	27	4	8	-0.3
COC(=O)c1ccc[n+](CC(=O)Nc2ccc(OC(F)F)cc2)c1	106	29	-8	3	-6	-5	-2	-5	10	-3	0.2
CCOc1ccc(-c2cn(-c3ccccc3OC)c(=S)[nH]2)cc1	93	1	-10	8	-4	-7	-12	8	-16	-8	-1.0
CC[C@@H]1C(=O)[C@H](Cc2ccccc2)[C@H]2CCCC(=O)N3CC[C@@H]1[C@@H]23	104	nt	nt	-22	0	-2	-16	0	22	22	-2.4
O=C(CCc1ccccc1)NNC(=O)COc1ccccc1Cl	nt	2	6	nt	-3	-1	2	39	8	nt	-0.5
CC(=O)Nc1ccc(-n2c(=O)c3ccccc3c3ccccc3c2=O)cc1	103	0	nt	12	-17	-4	-4	14	-10	-12	3.2
O=C(CN1CCS(=O)(=O)CC1)N/N=C/c1cccc(C(F)(F)F)c1	113	-2	-4	-17	-3	-2	-4	4	-7	17	-1.3
O=C(COC(=O)c1cccs1)Nc1ccc(S(=O)(=O)N2CCOCC2)cc1	128	-1	18	-22	5	-6	1	1	18	22	-1.1
C/C(=N\OC(=O)Nc1ccc(Cl)cc1)c1ncc(C(F)(F)F)cc1N1CCOCC1	102	2	nt	-4	-3	0	5	6	27	4	-0.9
Cc1nn(CC(=O)NCc2ccccc2)c(=O)c2ccccc12	101	0	66	-3	2	-7	-12	5	nt	3	0.5
CCOc1ccc(NC(=O)CSc2nnc(C)n2CC2CCCO2)cc1 (configuration not stated)	97	17	-1	-30	11	2	6	11	7	30	0.8
C=CCN(Cc1ccc(OC)c(OC)c1)C(=O)N1CCOCC1	103	0	-3	21	-6	1	-5	3	1	-21	0.2
O=C(Cn1cnc2c(oc3nc4c(cc32)CCCC4)c1=O)Nc1cccc(Cl)c1	108	-3	-15	-6	0	20*	-3	-17	-46	6	nt
O=C(O)/C=C/C(=O)Nc1cccc(C(F)(F)F)c1	90	2	9	2	-5	-4	-8	2	6	-2	0.4
CCCC[n+]1ccn(C2=C([O-])c3ccccc3C(=O)/C2=N\S(=O)(=O)c2ccc(Cl)cc2)c1	nt	4	-2	nt	1	1	2	-7	nt	nt	0.8
Cc1nn(-c2ccccc2)c(C)c1NC(=O)COc1ccc(F)cc1Cl	101	7	122	63	-9	-2	-4	-6	-7	-63	-2.7
Cc1ccccc1N(C)S(=O)(=O)c1nnc(NC(=O)c2ccco2)s1	87	11	3	-10	-13	2	-7	7	-12	10	0.1
CN1/C(=C/C2CC(=O)N(c3ccc([N+](=O)[O-])cc3)C2=O)C(C)(C)c2ccccc21 (configuration not stated)	107	5	5	0	0	4	7	3	24	0	-0.6
COCCNC(=O)CCCn1c(=O)c2cc(OC)c(OC)cc2n(CC(=O)c2ccccc2)c1=O	91	-2	19	nt	4	-17	6	-1	8	nt	-2.2
CCOc1ncccc1C(=O)OCC(=O)Nc1ccc(S(=O)(=O)N2CCOCC2)cc1	81	-1	68	23	1	-9	-5	13	1	-23	-1.8
Cc1ccc(NC(=O)C2Cc3ccccc3C(=O)O2)cc1 (configuration not stated)	94	-6	17	-24	-1	2	-8	27	35	24	1.2
COC(CNC(=O)c1cn(C)c2ccc(S(=O)(=O)N3CCOCC3)cc2c1=O)OC	114	2	606*	-20	-2	-6	5	-3	-3	20	nt
